PKA-R1A act: activators of PKA-R1A holoenzyme, primary screen, biochemical, fluorescence polarization, Cy5-IP20, bovine R1A, mouse PKAc | activation, % at 11.4 µM | cAMP-dependent protein kinase type I-alpha regulatory subunit (Bos taurus) + … | actives 0.083% (n = 340,000) | PKA-R1A dissociation; scaled: DMSO 0%, 113 µM cGMP 100% | AID 504707, 2011;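 active means percent activation above the mean of all tested compounds plus 3 SD, cut at about 19% in these data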;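 further: higher means more PKAc released from R1A so a rise in polarization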
PKA-R2B act: activators of PKA-R2B holoenzyme, primary screen, biochemical, fluorescence polarization, Cy5-IP20, human; cAMP-dependent protein kinase catalytic subunit beta (Homo sapiens) + cAMP-dependent …; PKA-R2B holoenzyme dissociation; R2B truncated from residue 108, S112A mutant; 0% DMSO only, 100% 113 µM cGMP; activation, % at 11.4 µM; actives 0.079% (n = 340,000); AID 504700, 2011;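 active means activation above a cutoff set at the mean over all compounds plus 3 SD, cut at about 18% in these data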;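 further: higher means more holoenzyme dissociation and a rise in polarization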
Target sequence (P31323 whole entry, looked up, other chains not shown, the tested form may be a part): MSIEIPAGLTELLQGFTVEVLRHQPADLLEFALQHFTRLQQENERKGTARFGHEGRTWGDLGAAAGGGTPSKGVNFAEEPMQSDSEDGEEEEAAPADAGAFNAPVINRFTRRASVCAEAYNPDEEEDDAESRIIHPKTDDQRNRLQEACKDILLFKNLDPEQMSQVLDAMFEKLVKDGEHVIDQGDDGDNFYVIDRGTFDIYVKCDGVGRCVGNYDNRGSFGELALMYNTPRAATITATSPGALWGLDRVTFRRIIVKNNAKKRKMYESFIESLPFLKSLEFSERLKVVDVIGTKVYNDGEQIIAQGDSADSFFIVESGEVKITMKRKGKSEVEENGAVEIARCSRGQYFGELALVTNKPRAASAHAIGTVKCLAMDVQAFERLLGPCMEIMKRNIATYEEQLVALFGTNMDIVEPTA
Ecoli viability: E. coli V3065 growth inhibition, primary screen, counter-screen for AddAB inhibitor project, absorbance, OD600 | 18 h | actives 0.27% (n = 330,000) | inhibition, % at 11.9 µM;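 active means inhibition above the campaign's mean inhibition across all tested compounds plus 3 SD, cut at about 9.9% in these data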;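 further: uninfected addAB+ strain grown without phage in ampicillin broth; 0% = DMSO wells and 100% = ciprofloxacin 0.95 µg/ml wells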
HTR5A inv ag: HTR5A inverse agonists in luminescence cell assay, primary screen, counter-screen for OPRM1-OPRD1 heterodimer inverse agonist project, full-deck HTS | 5-hydroxytryptamine receptor 5A (Homo sapiens), P47898 | HTR5A cell line, inverse agonism | inhibition, % at 9.3 µM | actives 0.083% (n = 340,000) | AID 504634, 2011; in the data active means inhibition mostly above about 23%, no sharp cut-off; inactive means mostly below about 18%;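 further: 0% = cells with DMSO and 100% = no-cell wells with DMSO; some compounds called inactive have numbers as strong as hits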
Mot1-301 SUMO: yeast Mot1-301 growth rescue at high temperature, primary screen, SUMOylation pathway inhibitor project, S. cerevisiae, ATP luminescence, 38.5C. S. cerevisiae Mot1-301 growth rescue; percent above DMSO median, 100 means doubled. growth rescue, % at 18.8 µM. actives 1% (n = 320,000);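 active means every valid replicate shows activation above 250% relative to neutral control wells; inactive means the rest, any valid replicate at or below 250%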;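 further: OY570 slx delta 5 strain wells were the positive control but not used for scaling; some compounds called inactive have numbers as strong as hits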
phage Ecoli inh: growth loss of phage-infected E. coli, primary screen, RecBCD inhibitor project, absorbance, with phage, HTS; inhibition, % at 11.9 µM; actives 0.26% (n = 360,000); in the data active means inhibition above about 11%
Tat transport: E. coli Tat export inhibitors, primary screen, MC4100, TorA-mCherry reporter, fluorescence, single point. inhibition, % at 10 µM. actives 0.036% (n = 340,000);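 active means mean replicate inhibition at least 50% and at least half of replicates individually reaching 50%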;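 further: exported cargo escapes ClpAP degradation while cytoplasmic cargo is degraded and loses fluorescence; 0% = median of neutral control wells and 100% = median of NaSCN control wells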
CDK5 p35 inh: inhibitors of human CDK5/p35 kinase, primary screen, biochemical, single concentration; actives 0.01% (n = 330,000); AID 488839, 2010; Cyclin-dependent kinase 5 (Homo sapiens) + Cyclin-dependent kinase 5 activator 1 (Homo …; inhibition, % at 10 µM; Recombinant CDK5/p35, ADP-Glo luminescence, 60 min;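 active means highest replicate inhibition of at least 50% and at least 75% of replicates reaching 50%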;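 further: plate controls were DMSO neutral control for no effect and GW8510 at 10 µM for full effect; many of its hits are not listed in these tables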
Target sequence (Q00535 whole entry, looked up): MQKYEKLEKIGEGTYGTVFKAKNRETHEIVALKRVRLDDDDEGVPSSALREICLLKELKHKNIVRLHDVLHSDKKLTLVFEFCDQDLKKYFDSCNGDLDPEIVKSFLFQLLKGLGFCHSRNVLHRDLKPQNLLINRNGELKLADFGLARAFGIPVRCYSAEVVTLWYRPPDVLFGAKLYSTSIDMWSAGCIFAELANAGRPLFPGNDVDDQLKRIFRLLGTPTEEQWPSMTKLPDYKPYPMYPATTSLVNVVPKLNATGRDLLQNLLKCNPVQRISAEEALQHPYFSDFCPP
Target sequence (Q15078 whole entry, looked up): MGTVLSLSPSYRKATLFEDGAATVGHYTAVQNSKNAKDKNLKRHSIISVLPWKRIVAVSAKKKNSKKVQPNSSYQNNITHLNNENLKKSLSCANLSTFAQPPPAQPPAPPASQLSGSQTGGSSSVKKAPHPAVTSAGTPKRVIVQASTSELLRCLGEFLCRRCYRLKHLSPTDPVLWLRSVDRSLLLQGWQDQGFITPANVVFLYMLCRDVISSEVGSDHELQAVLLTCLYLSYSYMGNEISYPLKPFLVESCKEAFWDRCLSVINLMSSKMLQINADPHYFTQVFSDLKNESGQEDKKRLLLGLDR
HTR5A ag: HTR5A agonists in luminescence cell assay, primary screen, counter-screen for OPRM1-OPRD1 heterodimer agonist project, full-deck HTS; actives 0.61% (n = 340,000); activation, % at 9.3 µM; AID 504692, 2011; cell-based; in the data active means activation mostly above about 9.5%, no sharp cut-off; inactive means mostly below about 7.6%;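 further: 0% = cells with vehicle only and 100% = reference agonist; strong numbers were not always called active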
AddAB inh: growth inhibition of E. coli expressing H. pylori AddAB, primary screen, AddAB inhibitor project, absorbance; inhibition, % at 11.9 µM; actives 0.29% (n = 330,000); in the data active means inhibition above about 12%;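 further: 0% = vehicle wells of infected cells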
DAGLB inh: DAGLB lipase inhibitors, primary screen, biochemical, fluorescence, HTS; Diacylglycerol lipase-beta (Homo sapiens), Q8NCG7; HEK293T DAGLB membrane lysate, EnzChek fluorogenic substrate; inhibition, % at 5.17 µM; actives 0.059% (n = 340,000); in the data active means inhibition above about 34%;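 further: 0% = enzyme with vehicle and 100% = wells lacking enzyme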
Active calls of the source: *; x = not tested or not shown.

Results follow in this order: PKA-R1A act | PKA-R2B act | Ecoli viability | HTR5A inv ag | Mot1-301 SUMO | phage Ecoli inh | Tat transport | CDK5 p35 inh | HTR5A ag | AddAB inh | DAGLB inh
1) COc1ccc(NC(=O)CN(C)C(=O)C(CCSC)NC(=O)c2ccccc2)cc1 (stereo not drawn)
    5 | 9 | -4.9 | 1 | 664 | -0.1 | 4 | 0.9 | 2 | 3.1 | -1
2) COc1ccc(C(C)=O)c(Oc2ccc(S(=O)(=O)N3CCOCC3)cn2)c1
    -11 | 2 | 0.2 | 11 | 14 | 4.4 | 4 | -0.2 | -4 | -0.3 | -2
3) Cc1cccc(NC(=O)[C@@H]2CCCN2C(=O)OC(C)(C)C)c1
    0 | -7 | -0.6 | 16 | -1 | 0.9 | -1 | -1.4 | -2 | 4.0 | -2
4) O=[N+]([O-])c1ccc(-n2nnnc2CN2CCOCC2)cc1
    -4 | 3 | 0.2 | -15 | 4 | 4.1 | 2 | 1.0 | 6 | -1.2 | -1
5) CCSc1ccc2nnc(-c3cccs3)n2n1
    3 | -16 | 0.5 | -10 | -20 | 1.3 | -7 | 1.7 | 4 | 0.6 | -1
6) Cc1cc2c(=O)[nH]c(Cc3ccccc3)nc2s1
    5 | -3 | 4.3 | -4 | 6 | 0.3 | 9 | 0.8 | 1 | 4.0 | -1
7) COc1cccc(-c2nc(CS(=O)(=O)CC(=O)N3CCOCC3)c(C)o2)c1
    -2 | 7 | 0.9 | 8 | 10 | 2.5 | 3 | 2.3 | -2 | 4.4 | -1
8) O=[N+]([O-])c1cc([N+](=O)[O-])c2c(=Nc3ccccc3)n(-c3ccccc3)n(O)c2c1
    5 | -11 | -0.2 | 9 | -9 | 1.1 | -5 | 3.3 | 2 | 2.6 | 18
9) COc1ccc(CCNc2ccc(C)cc2)cc1
    6 | -5 | -1.4 | -31 | -1 | -0.1 | 6 | -0.2 | 1 | -1.2 | -13
10) COc1ccc(NC(=O)CN2C(=O)/C(=C3\SC(=S)N(CCC(=O)O)C3=O)c3ccccc32)cc1
    -4 | -8 | 1.2 | 7 | -4 | x | -2 | -0.4 | -2 | 1.0 | -3
11) COc1ccc(-c2nc(C#N)c(NC(C)C)o2)cc1
    0 | -1 | 4.8 | -8 | -7 | 3.1 | -3 | -1.3 | 0 | 2.3 | -3
12) Cc1nc2oc3ccccc3c(=O)c2cc1C(=O)O
    -6 | -3 | -2.2 | -21 | -18 | 2.2 | -5 | 3.8 | 5 | -0.6 | -1
13) CCOc1ccc(NC(=O)CCC(=O)N/N=C/c2ccc([N+](=O)[O-])s2)cc1
    2 | -12 | 0.3 | 7 | -5 | 4.2 | -4 | 0.7 | 3 | 1.4 | 3
14) CC(C)(C)OC(=O)NCCCCCNC(=O)c1[nH]cnc1C(=O)Nc1ccccc1
    -12 | -21 | -2.5 | 1 | 18 | -2.2 | 6 | -0.7 | -1 | -0.8 | -2
15) Cc1cc(Br)ccc1SCC(=O)NCC(c1ccco1)N1CCCCC1 (stereo not drawn)
    -2 | -3 | 0.3 | 2 | x | 3.4 | -1 | -1.5 | -1 | 2.8 | -2
16) O=C(Nc1cccc(S(=O)(=O)N2CCCCC2)c1)c1cc2ccccc2o1
    -1 | 0 | 1.6 | 4 | 75 | 0.2 | -4 | -0.8 | -2 | 1.8 | -2
17) CCn1c(=O)n(CC)c2cc(N3CCCC3)c(NC(=O)c3ccccc3)cc21
    -1 | -2 | -3.3 | 4 | 29 | 0.8 | -5 | -0.7 | 6 | 1.4 | -2
18) CN(C(=O)C1CCN(S(=O)(=O)c2ccccc2[N+](=O)[O-])CC1)C1CCCCC1
    1 | -7 | -1.1 | 1 | 1 | 0.7 | 4 | -7.4 | 0 | -2.8 | -1
19) Cc1ccc(-c2nc3ncccn3c2Nc2ccccc2C)o1
    5 | 2 | 0.6 | 12 | -14 | 3.4 | -2 | 4.3 | -4 | 2.3 | 6
20) Cc1cccc(C)c1NC(=O)C(c1ccc(Cl)cc1Cl)N1CCCCC1 (stereo not drawn)
    0 | -8 | -0.6 | -19 | 6 | -0.1 | -8 | 0.5 | 0 | 0.6 | -2
21) CCOc1cccc(-c2nnc3n2N=C(c2cc(OC)ccc2OC)CS3)c1
    -4 | -17 | -2.5 | -13 | -9 | 1.9 | 0 | 1.3 | -4 | -0.6 | -3
22) O=C(Nc1ccc(N2CCOCC2)c([N+](=O)[O-])c1)c1ccco1
    -3 | 9 | 0.8 | 11 | -7 | 3.3 | 6 | 0.6 | 9 | 2.0 | 2
23) Cc1cccc(NC(=O)CSc2nc3c([nH]c4ccccc43)c(=O)n2C)c1
    8 | 10 | 2.7 | -19 | 6 | 1.9 | 3 | -1.3 | 6 | 3.1 | 1
24) CCOc1cc(NS(=O)(=O)c2ccc(OC)cc2)c(OCC)cc1NC(=O)c1ccco1
    -13 | -5 | -1.3 | 4 | 4 | -0.2 | -9 | -15 | 7 | 5.0 | 1
25) COc1cc([N+](=O)[O-])ccc1NC(=O)C[n+]1cccc(C(C)=O)c1
    -5 | 7 | -1.3 | 20 | -5 | 3.2 | -1 | -0.5 | 1 | -0.5 | 1
26) CCCCCCn1c(SCC(=O)Nc2cc(C)on2)nc2ccccc2c1=O
    -1 | -2 | 0.2 | -19 | -3 | 1.7 | -3 | 2.0 | 3 | 1.7 | -5
27) CCCCOc1ccc(C(=O)N/C(=C/C=C/c2ccccc2)C(=O)NC)cc1
    -4 | -7 | 0.7 | -11 | -5 | 3.1 | -2 | 1.0 | 4 | -1.7 | 0
28) O=C(c1nc(-c2ccccc2)n(-c2ccccc2)n1)N1CCN(S(=O)(=O)c2ccccc2)CC1
    -7 | -4 | 0.4 | -37 | 139 | -1.2 | -1 | -1.0 | 4 | 4.8 | -2
29) COC(=O)C1=C(C)N(Cc2ccco2)C(=O)N[C@@H]1c1cccc(C(F)(F)F)c1
    -1 | -9 | -2.1 | -16 | -5 | x | 9 | 1.7 | 0 | 2.9 | 0
30) O=C(O)C1CCC(NSc2ccccc2[N+](=O)[O-])CC1 (stereo not drawn)
    0 | -11 | 0.7 | -16 | 4 | -0.5 | -6 | -1.0 | 5 | 3.3 | -3
31) Cc1cccc(NC(=O)c2cc(-c3cc(C)ccc3O)n[nH]2)c1
    5 | 0 | -2.1 | 5 | -4 | 0.6 | 0 | -0.2 | -1 | 0.0 | -6
32) CCC1CCCCN1CCCNC(=O)Cn1ncc2c([nH]c3ccc(C)cc32)c1=O (stereo not drawn)
    0 | 0 | -1.4 | -10 | -7 | x | 1 | -4.1 | 3 | 1.5 | 1
33) CCOC(=O)C1CCCN(c2c(NCCN3CCCCC3C)c(=O)c2=O)C1 (stereo not drawn)
    2 | 4 | -0.5 | -10 | -19 | 2.2 | -3 | -0.4 | 4 | 2.3 | 2
34) COc1cccc(-n2cc(-c3ccc(F)cc3)[nH]c2=S)c1
    7 | 2 | -0.3 | -8 | -8 | 3.0 | -5 | 4.4 | 2 | -1.5 | 2
35) CCOc1ccc(CCNC(=O)CCS(=O)(=O)c2ccc(Br)cc2)cc1OCC
    1 | 2 | 0.7 | 14 | 1 | 0.4 | -12 | -0.3 | -4 | -1.7 | 0
36) COc1ccccc1C1CC(c2ccccc2)Nc2ncnn21 (stereo not drawn)
    7 | 4 | -1.5 | -1 | 2 | x | -9 | 1.1 | 2 | 0.4 | -1
37) CCN1CCN(c2oc(/C=C/c3ccccc3)nc2C#N)CC1
    -7 | -4 | -1.5 | 7 | 2 | -0.2 | 7 | 1.1 | -3 | -2.0 | -3
38) COc1ccc(C(C)=O)cc1CSc1nnc(-c2ccccc2O)n1-c1ccccc1
    -5 | -14 | 0.3 | -11 | -9 | 1.5 | 3 | -2.2 | 1 | -2.0 | -3
39) Cc1cc2c(C)nc3ccccc3c2o1
    -3 | -11 | 0.0 | 16 | 4 | 1.1 | -6 | -1.3 | 2 | 0.4 | -4
40) Cc1c(C(=O)N2CCN(Cc3ccc4c(c3)OCO4)CC2)sc2ncnc(N3CCN(c4ccccc4F)CC3)c12
    -14 | -6 | -0.7 | 0 | -9 | 1.0 | 7 | x | 0 | 4.5 | -2
41) CCn1c(=O)n(CC)c2cc(N3CCCC3)c(NC(=O)c3cccc(C)c3)cc21
    -3 | 5 | 0.5 | 6 | -6 | -2.7 | 2 | -0.7 | -3 | 1.8 | -5
42) O=C(NCc1ccco1)C1CCCN1C(=O)NCc1ccccc1 (stereo not drawn)
    -4 | 1 | -1.3 | -1 | -29 | 3.5 | -3 | -1.0 | 0 | 4.3 | -1
43) CC(=O)c1cccc(NC(=O)CN2C(=S)NC(C)(C)CC2C)c1 (stereo not drawn)
    0 | -10 | -1.9 | 10 | -3 | 2.5 | -8 | 0.0 | -1 | 2.8 | 0
44) N#Cc1cccc(NC(=O)CNc2cccc(S(=O)(=O)N3CCCCC3)c2)c1
    -3 | 4 | -2.5 | 3 | -15 | 2.4 | -3 | -2.2 | -1 | -1.0 | 1
45) C=CCOc1cccc(C2C(C(=O)c3ccc(C)o3)=C(O)C(=O)N2Cc2ccncc2)c1 (stereo not drawn)
    -5 | -9 | -1.7 | -28 | -4 | 3.0 | 0 | -0.2 | -1 | -0.2 | 3
46) Cc1cc(C(=O)N/N=C2\CC(=O)c3ccccc32)c(C)n1-c1ccc(F)cc1
    -2 | -2 | -0.8 | 15 | 1 | -0.1 | 17 | 0.2 | -2 | 0.4 | 7
47) COc1ccc(C(=O)COC(=O)CCC(=O)c2cccs2)cc1
    -2 | -3 | 0.8 | 7 | 19 | 2.1 | -5 | -0.1 | -3 | 3.5 | 1
48) Cc1cccc(C)c1OCc1nnc(SCC(=O)Nc2nccs2)o1
    5 | 5 | -5.7 | -8 | 8 | -2.9 | 4 | -0.7 | 3 | 1.3 | 5
49) CCCC(c1nnnn1Cc1cccs1)N1CCN(C)CC1 (stereo not drawn)
    -7 | -13 | 0.5 | -2 | 45 | 4.2 | -3 | -0.5 | 1 | 3.9 | -3

Source: PubChem BioAssay
